# Screens deposited in PubChem by Sanford-Burnham Center for Chemical Genomics.
# SENP7 block: inhibitors of human SENP7 protease. hit rate 1.5% among 330,000. recombinant SENP7, Z-RLRGG-aminoluciferin luminescence, 40 min. Q9BQF6. inhibition, % at 5 µM;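 active = inhibition above about 50% at the single test dose, limit read from the data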;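 note: plate controls were DMSO with enzyme for no effect and no enzyme buffer wells for full effect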
# GRIN3A LBD mod: modulates the human NR3A ligand-binding domain. NR3A LBD differential scanning fluorimetry, Tm shift; 0% = protein alone, 100% = glycine-bound protein. Tm shift relative to glycine control, % at 25 µM. hit rate 2.5% among 340,000. AID 1259313;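 active = melting temperature shift of at least 10% of the positive control shift, at one fixed dose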
# PfG6PD inh: PfG6PD (Plasmodium falciparum) enzyme inhibition | hit rate 0.78% among 350,000 | inhibition, % at 20 µM | PfGluPho enzyme, NADPH resazurin-diaphorase fluorescence;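 active = inhibition reaching at least a set limit at 20 µM in the primary screen, cut at about 59% in these data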;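 note: 0% = DMSO wells with substrate and 100% = DMSO wells lacking glucose-6-phosphate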
# ATG4B inh: ATG4B (human) cysteine protease inhibition. ATG4B cleavage of LC3-PLA2, NBD-HPC fluorescence, 1 h. AID 504462. inhibition, % at 8.33 µM. Q9Y4P1. hit rate 0.51% among 340,000; in the data active = inhibition above about 40%
# Target sequence (Q9Y4P1 whole entry, looked up): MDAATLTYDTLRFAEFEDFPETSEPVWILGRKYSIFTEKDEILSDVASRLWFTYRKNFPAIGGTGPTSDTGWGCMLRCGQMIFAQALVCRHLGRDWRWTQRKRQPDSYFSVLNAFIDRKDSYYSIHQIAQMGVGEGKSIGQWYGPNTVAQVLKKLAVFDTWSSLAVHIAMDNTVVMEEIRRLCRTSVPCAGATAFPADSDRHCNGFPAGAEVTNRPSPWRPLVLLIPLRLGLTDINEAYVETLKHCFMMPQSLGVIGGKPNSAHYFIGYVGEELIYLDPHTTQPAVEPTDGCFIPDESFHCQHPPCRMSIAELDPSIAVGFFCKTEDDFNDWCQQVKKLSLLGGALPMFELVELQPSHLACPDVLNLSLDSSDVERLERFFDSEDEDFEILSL
# HKDC1 inh: HKDC1 (human) hexokinase inhibition; Q2TB90; recombinant HKDC1, G6PDH/diaphorase resazurin coupled fluorescence; inhibition, % at 20 µM; hit rate 0.16% among 340,000; AID 493160;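 active = inhibition above about 35% when tested at 20 µM, limit read from the data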;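 note: plate controls were DMSO wells with enzyme for no effect and DMSO wells lacking enzyme for full effect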
#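 Test system: Recombinant HKDC1 (HK5) hexokinase enzyme, produced in-house | Input: HKDC1 at 5 µg/mL | Buffer or medium: Tris pH 8.0 buffer with MgCl2, Tween-20, BSA, BME | Schedule: 90 min reaction incubation at room temperature, dark | Technique: Resazurin-to-resorufin fluorescence via G6PDH and diaphorase coupling, 525/613 nm | Controls: DMSO wells with and without enzyme mix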
# SENP8 block: inhibitors of human SENP8 protease; Q96LD8; recombinant SENP8, Nedd8 substrate fluorescence; inhibition, % at 20 µM; hit rate 0.64% among 360,000; AID 602440; in the data active = inhibition mostly above about 40%, no sharp cut-off; inactive = mostly below about 27%
# Target sequence (Q96LD8 whole entry, looked up): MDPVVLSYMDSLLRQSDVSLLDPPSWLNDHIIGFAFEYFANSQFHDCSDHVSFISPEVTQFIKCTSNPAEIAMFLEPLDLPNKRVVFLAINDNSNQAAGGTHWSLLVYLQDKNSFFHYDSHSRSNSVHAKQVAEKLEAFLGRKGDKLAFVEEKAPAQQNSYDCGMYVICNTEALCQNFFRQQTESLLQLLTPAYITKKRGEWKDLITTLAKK
# MPTP inh: inhibitors of mitochondrial permeability transition pore. isolated mouse mitochondria, Ca2+ swelling absorbance, 30 min. inhibition, % at 10 µM. hit rate 1.4% among 360,000. AID 602449;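 active = inhibition of 50% or more, scaled per plate between neutral and stimulator controls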;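 note: 0% = DMSO wells given calcium and 100% = 1 mM EGTA wells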
# SENP6 block: blocks the human protease SENP6; hit rate 1.8% among 330,000; Recombinant SENP6 catalytic domain, aminoluciferin luminescence; inhibition, % at 10 µM; Q9GZR1; AID 2599;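 active = inhibition above about 50% at the single tested dose, limit read from the data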;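 note: plate controls were DMSO wells with enzyme for no effect and DMSO wells lacking enzyme for full effect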
# Target sequence (Q9GZR1 628-1112 limits assumed): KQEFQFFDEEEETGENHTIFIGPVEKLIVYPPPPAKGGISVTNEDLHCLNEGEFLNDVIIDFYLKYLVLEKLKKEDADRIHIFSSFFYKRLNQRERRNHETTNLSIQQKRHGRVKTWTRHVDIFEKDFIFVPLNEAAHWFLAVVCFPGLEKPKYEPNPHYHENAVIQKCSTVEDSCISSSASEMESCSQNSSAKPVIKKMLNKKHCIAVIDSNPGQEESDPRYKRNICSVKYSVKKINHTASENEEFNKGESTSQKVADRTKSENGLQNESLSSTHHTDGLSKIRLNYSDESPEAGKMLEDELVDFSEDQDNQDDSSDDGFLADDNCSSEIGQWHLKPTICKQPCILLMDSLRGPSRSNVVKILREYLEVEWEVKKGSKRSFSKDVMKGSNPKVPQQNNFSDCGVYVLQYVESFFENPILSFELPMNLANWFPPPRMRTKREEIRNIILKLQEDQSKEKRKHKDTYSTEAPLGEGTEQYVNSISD
# * = called active by the depositor; i = inactive; x = not tested or not shown.
# Codes: A = SENP7 block; B = GRIN3A LBD mod; C = PfG6PD inh; D = ATG4B inh; E = HKDC1 inh; F = SENP8 block; G = MPTP inh; H = SENP6 block
[1] CC(=O)Nc1ccc(S(=O)(=O)N2CN(c3ccc(C)cc3)c3nc4ccccc4nc32)cc1
  A: -3; B: 16*; C: 12; D: -1; E: 1; F: -283; G: 2.5; H: -14

[2] CCc1ccccc1NC(=O)CN(c1ccc(OC)cc1OC)S(=O)(=O)c1ccccc1[N+](=O)[O-]
  A: 7; B: -3; C: 5; D: -15; E: 10; F: 19; G: 2.1; H: 11

[3] CCN(C(=O)COC(=O)c1ccccc1Oc1ccccc1)c1c(N)n(Cc2ccccc2)c(=O)[nH]c1=O
  A: x; B: 0; C: -6; D: -4; E: 0; F: 15; G: 1.0; H: x

[4] C=C(C)C(COc1c2occc2cc2ccc(=O)oc12)OC(C)(C)C(O)COc1c2occc2cc2ccc(=O)oc12 (configuration not stated)
  A: -6; B: -2; C: 27; D: -12; E: 8; F: 12; G: -0.5; H: -1

[5] COc1ccc(Cl)cc1S(=O)(=O)N1CCCC(C(=O)NCc2ccccn2)C1 (configuration not stated)
  A: -2; B: 1; C: -16; D: 0; E: -8; F: 7; G: -0.8; H: -4

[6] COc1ccccc1NC(=O)CN(C)S(=O)(=O)c1cccc2cccnc12
  A: 2; B: -1; C: 0; D: -5; E: -5; F: 10; G: -0.5; H: -1

[7] COC(=O)COc1ccc(/C=C2/NC(=O)N(CC(=O)OC)C2=O)cc1
  A: 1; B: -1; C: 4; D: -2; E: -3; F: -18; G: -0.3; H: -12

[8] CC(C)Cc1nnc(NC(=O)CCC(=O)NC2CCCc3ccccc32)s1 (configuration not stated)
  A: 5; B: 7; C: -20; D: -4; E: 3; F: 0; G: -1.5; H: -5

[9] O=C(NCCc1ccccc1)[C@@H]1CC=C[C@@H]2CCN(Cc3ccccc3)C(=O)[C@@H]21
  A: 21; B: 1; C: -1; D: -7; E: -4; F: 4; G: -1.5; H: -20

[10] C/C=C/c1ccc(OCC(=O)OCC(=O)Nc2c(C)nn(-c3ccccc3)c2C)c(OC)c1
  A: -11; B: 1; C: -5; D: -8; E: -1; F: 16; G: -0.5; H: -9

[11] CC1CCC(NC(=O)CN2C(=O)NC3(CCCCC3C)C2=O)CC1 (configuration not stated)
  A: 1; B: -1; C: -6; D: -9; E: -1; F: -23; G: 0.2; H: -3

[12] O=C(COC(=O)Cc1ccc(Cl)cc1)Nc1ccc(OC(F)F)cc1
  A: -3; B: -4; C: 15; D: -6; E: -4; F: 2; G: 2.9; H: -7

[13] COc1ccc(C(C(=O)NC(C)(C)C)N(C(=O)CNC(=O)c2cccs2)c2cccnc2)cc1OC (configuration not stated)
  A: 2; B: 3; C: -7; D: 10; E: -6; F: 19; G: -1.1; H: -8

[14] CCOc1ccc(-n2c(SCC(=O)Nc3ccc(OC)cc3OC)nc3c(c2=O)SCC3)cc1
  A: 2; B: 1; C: -10; D: 0; E: 2; F: 17; G: 0.7; H: -13

[15] COc1ccc(Nc2nc(C(=O)N(CCO)Cc3ccccc3)cs2)cc1
  A: -6; B: -1; C: -18; D: -6; E: -3; F: 25; G: -0.2; H: -20

[16] CCC1(O)CC(C(=O)OC)=NN1C(=O)c1ccccc1 (configuration not stated)
  A: -2; B: 0; C: -2; D: 9; E: -10; F: 1; G: 2.4; H: -7

[17] O=C(O)COCC(=O)Nc1ccc2c(c1)oc1ccccc12
  A: -3; B: 1; C: -7; D: -2; E: -4; F: 21; G: 1.3; H: -1

[18] COc1ccc(-n2ncc3c2CC(C)(C)CC3NC(=O)c2ccc(OC)o2)cc1 (configuration not stated)
  A: -2; B: -4; C: 3; D: 1; E: -3; F: 7; G: -0.2; H: 5

[19] O=C(COC(=O)c1cccs1)Nc1ccc(F)c(F)c1
  A: 2; B: 1; C: 10; D: -10; E: -6; F: -1; G: -0.9; H: 21

[20] COc1cc2sc(-c3ccc(S(C)(=O)=O)cc3)c(C(=O)NCc3ccc(C)o3)c2cc1OC
  A: 6; B: 1; C: 29; D: -10; E: 8; F: i; G: 0.0; H: -16

[21] COc1cccc(NCc2cc(=O)oc3cc(C)c(C(C)C)cc23)c1
  A: 12; B: -2; C: 15; D: 2; E: 6; F: 7; G: 1.0; H: -3

[22] Cc1cc2c(c(=O)o1)C(CC(C)C)C(C#N)=C(N)O2 (configuration not stated)
  A: 8; B: 2; C: -3; D: 1; E: -2; F: 10; G: -5.3; H: -15

[23] Cn1c(=O)c2c(nc(NCc3ccccc3)n2CC(=O)NCc2ccccc2)n(C)c1=O
  A: -1; B: 0; C: 8; D: 3; E: -4; F: 12; G: -0.5; H: -14

[24] CCCOc1ccc(C(CC(=O)O)NC(=O)Cc2ccccc2)cc1 (configuration not stated)
  A: 5; B: -1; C: -16; D: 4; E: -5; F: 22; G: -0.4; H: 25

[25] COc1cc(CCC(=O)OCC(=O)Nc2sccc2C(N)=O)cc(OC)c1OC
  A: 1; B: -2; C: -2; D: -11; E: -6; F: -9; G: -2.0; H: 9

[26] CC(=O)OC(Cn1nc(C)cc1C)c1ccccc1 (configuration not stated)
  A: -2; B: -1; C: 21; D: -1; E: -5; F: 20; G: 0.4; H: 4

[27] C/C=C/C(=O)OCC(=O)Nc1ccc(OC)c(Cl)c1
  A: -2; B: 0; C: 6; D: 0; E: -7; F: 8; G: 1.8; H: -8

[28] CCN(CC)c1ccc(CN2CCC(C(=O)NCc3ccc(C)cc3)CC2)cc1
  A: -1; B: -11; C: 14; D: -2; E: -9; F: 10; G: 5.7; H: -8

[29] O=C(OCC#CCSc1nnc(-c2ccncc2)o1)c1sc2ccccc2c1Cl
  A: x; B: 3; C: 18; D: -8; E: -1; F: 26; G: -3.7; H: x

[30] O=C(COc1ncnc2sccc12)Nc1ccc2c(c1)OCCO2
  A: 6; B: 0; C: 18; D: -7; E: 3; F: 13; G: -0.5; H: -5

[31] Nc1ccccc1C(=O)N(Cc1ccccc1)Cc1ccccc1
  A: -3; B: 1; C: -12; D: -5; E: 6; F: -186; G: 2.3; H: -19

[32] CCOC(=O)c1cc(C(=O)n2cc(Cl)cn2)nn1C
  A: -2; B: -2; C: -3; D: -10; E: -7; F: 9; G: 1.6; H: -16

[33] CN(C)c1nnnn1-c1ccc(OC(F)(F)F)cc1
  A: -9; B: -3; C: 2; D: 2; E: -8; F: 12; G: 2.2; H: -2

[34] Cc1[nH]c2ccccc2c1/C=N/NC(=O)c1cc(-c2ccccc2)n[nH]1
  A: -11; B: 19*; C: 10; D: -17; E: -1; F: -152; G: -3.8; H: -18

[35] N=C1/C(=C\c2ccc(Br)o2)C(=O)N=C2SC(CC(=O)N3CCOCC3)=NN12
  A: -10; B: -1; C: -12; D: 11; E: -1; F: 10; G: -0.9; H: -7

[36] CC(C)(C)n1nnnc1C(c1cccs1)N(Cc1cccnc1)CC1CCCO1 (configuration not stated)
  A: -5; B: 1; C: -15; D: -6; E: -7; F: 6; G: -0.9; H: 5

[37] O=C(NC1CCN(Cc2ccccc2)CC1)C1CCN(S(=O)(=O)c2ccc(Cl)cc2)CC1
  A: -2; B: -2; C: 6; D: -11; E: -3; F: 16; G: 0.9; H: 15

[38] C=CCN1C(=O)C2(OCCCO2)c2cc(C)ccc21
  A: 0; B: 1; C: 2; D: -4; E: 0; F: 7; G: -2.3; H: 4

[39] Cc1cc(C)cc(NC(=S)N2CCN(S(C)(=O)=O)CC2)c1
  A: 5; B: 2; C: 6; D: 4; E: -11; F: -2; G: -0.5; H: -7

[40] C[C@H](NC(=O)c1ccc(Cl)cc1)C(=O)OCn1nnc2ccccc2c1=O
  A: 4; B: -1; C: 7; D: 1; E: -6; F: 26; G: -1.5; H: 8

# Records 28 through 40, quoted:
# Codes: A = SENP7 block; B = GRIN3A LBD mod; C = PfG6PD inh; D = ATG4B inh; E = HKDC1 inh; F = SENP8 block; G = MPTP inh; H = SENP6 block
[28] CCN(CC)c1ccc(CN2CCC(C(=O)NCc3ccc(C)cc3)CC2)cc1
  A: -1; B: -11; C: 14; D: -2; E: -9; F: 10; G: 5.7; H: -8

[29] O=C(OCC#CCSc1nnc(-c2ccncc2)o1)c1sc2ccccc2c1Cl
  A: x; B: 3; C: 18; D: -8; E: -1; F: 26; G: -3.7; H: x

[30] O=C(COc1ncnc2sccc12)Nc1ccc2c(c1)OCCO2
  A: 6; B: 0; C: 18; D: -7; E: 3; F: 13; G: -0.5; H: -5

[31] Nc1ccccc1C(=O)N(Cc1ccccc1)Cc1ccccc1
  A: -3; B: 1; C: -12; D: -5; E: 6; F: -186; G: 2.3; H: -19

[32] CCOC(=O)c1cc(C(=O)n2cc(Cl)cn2)nn1C
  A: -2; B: -2; C: -3; D: -10; E: -7; F: 9; G: 1.6; H: -16

[33] CN(C)c1nnnn1-c1ccc(OC(F)(F)F)cc1
  A: -9; B: -3; C: 2; D: 2; E: -8; F: 12; G: 2.2; H: -2

[34] Cc1[nH]c2ccccc2c1/C=N/NC(=O)c1cc(-c2ccccc2)n[nH]1
  A: -11; B: 19*; C: 10; D: -17; E: -1; F: -152; G: -3.8; H: -18

[35] N=C1/C(=C\c2ccc(Br)o2)C(=O)N=C2SC(CC(=O)N3CCOCC3)=NN12
  A: -10; B: -1; C: -12; D: 11; E: -1; F: 10; G: -0.9; H: -7

[36] CC(C)(C)n1nnnc1C(c1cccs1)N(Cc1cccnc1)CC1CCCO1 (configuration not stated)
  A: -5; B: 1; C: -15; D: -6; E: -7; F: 6; G: -0.9; H: 5

[37] O=C(NC1CCN(Cc2ccccc2)CC1)C1CCN(S(=O)(=O)c2ccc(Cl)cc2)CC1
  A: -2; B: -2; C: 6; D: -11; E: -3; F: 16; G: 0.9; H: 15

[38] C=CCN1C(=O)C2(OCCCO2)c2cc(C)ccc21
  A: 0; B: 1; C: 2; D: -4; E: 0; F: 7; G: -2.3; H: 4

[39] Cc1cc(C)cc(NC(=S)N2CCN(S(C)(=O)=O)CC2)c1
  A: 5; B: 2; C: 6; D: 4; E: -11; F: -2; G: -0.5; H: -7

[40] C[C@H](NC(=O)c1ccc(Cl)cc1)C(=O)OCn1nnc2ccccc2c1=O
  A: 4; B: -1; C: 7; D: 1; E: -6; F: 26; G: -1.5; H: 8

# More structures:
# Codes: A = SENP7 block; B = GRIN3A LBD mod; C = PfG6PD inh; D = ATG4B inh; E = HKDC1 inh; F = SENP8 block; G = MPTP inh; H = SENP6 block
[41] COc1ccc(C(=O)Nc2ccccc2[N+](=O)[O-])cc1S(=O)(=O)N1CCOCC1
  A: 0; B: 2; C: 11; D: -4; E: -1; F: 11; G: 1.1; H: -2

[42] C/C(=N\NC(=O)C(c1ccccc1)c1ccccc1)c1ccc(O)cc1
  A: 7; B: 0; C: -12; D: -8; E: 4; F: 13; G: -0.4; H: 10

[43] CCOC(=O)C1=CNS(=O)(=O)NC1c1ccc(C[C@H](NC(=O)CNC(=O)CCc2ccccc2)C(N)=O)cc1 (some centres not stated)
  A: -3; B: 3; C: -6; D: 1; E: -9; F: -128; G: -0.4; H: x

[44] CN(C(=O)c1ccco1)c1nc2c(s1)CCCC2
  A: 92*; B: -1; C: -3; D: -1; E: 0; F: 28; G: 0.6; H: -4

[45] CCCCC(=O)Nc1ccc(C(=O)NNC(=S)NC(=O)c2ccccc2[N+](=O)[O-])cc1
  A: -3; B: -5; C: -35; D: 3; E: -2; F: 20; G: 1.1; H: 7

[46] CCCn1c(SCC(=O)Nc2cccc(S(=O)(=O)N3CCCC3)c2)n[nH]c1=O
  A: 5; B: 0; C: 12; D: -4; E: -4; F: -7; G: 2.0; H: 0

[47] CC1CCc2c(sc3ncn(CC(=O)N4CCCCC4)c(=O)c23)C1 (configuration not stated)
  A: 0; B: -2; C: 32; D: -1; E: -4; F: 22; G: 0.9; H: 6

[48] CC(NC(=O)Cn1cnnn1)c1cccc(C(F)(F)F)c1 (configuration not stated)
  A: -12; B: 1; C: 5; D: -1; E: -3; F: 7; G: 0.9; H: -8

# Compounds as they come; overall some 6.9% were active at least once.
